Bioassay records deposited in PubChem by several laboratories.
m5-HT2A agonist = activates the mouse 5-HT2A serotonin receptor; P35363; CHO-K1 mHTR2A beta-arrestin complementation, luminescence; percent of 30 µM serotonin response; activation, % at 7.6 µM; 0.66% of 360,000 active; AID 624169;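 active = activation above a run cutoff, the mean activation of all tested compounds plus 3 SD, cut at about 14% in these data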;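 note: 0% = plate median of compound wells and 100% = 30 µM serotonin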
MC4R ag barr = activates human MC4R beta-arrestin recruitment | P32245 | U2OS MC4R beta-arrestin complementation, luminescence; percent of melanotan II response, DMSO zero | activation, % at 8.9 µM | 0.98% of 360,000 active;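 active = activation above a per-plate cutoff, the mean activation of sample wells on that plate plus 3 SD, cut at about 8% in these data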
aDG glyco act = alpha-DG glycosylation activation | Pro5-aDG cells, alpha-DG glycosylation AlphaScreen (IIH6); 0% Pro5, 100% B10-LARGE cell signal | activation, % at 10 µM | 0.22% of 360,000 active | AID 624168;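 active = activation of at least 8% versus controls, or a plate z-score of at least 8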;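 note: Pro5 are CHO cells carrying HIG-tagged alpha-DG that lacks glycosylation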
Vif imaging = HIV Vif inhibition | HEK293T cells, Vif self-association by quenched fluorescence, imaging, 24 h | inhibition, % at 7.49 µM | 0.35% of 340,000 active; in the data active = inhibition above about 50%, passing the limit was not always enough; note: some results filed as inactive read as strong as hits
Glyco luc inh = N-linked glycosylation inhibition. D54 ERlucT glycosylation luciferase reporter, 24 h; percent of 100 nM tunicamycin response. reporter increase, % at 12.5 µM. 0.23% of 360,000 active;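 active = mean luciferase reporter signal, scaled so untreated is 0 and the glycosylation-blocking control 100, at or above a set limit in every replicate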;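 note: luciferase carries N-glycosylation sites so blocking glycosylation raises the light; 0% = median of neutral control wells and 100% = median of 100 nM tunicamycin wells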
ABCB6 inh MLPCN = blocks the human ABCB6 transporter | fluorescence ratio to DMSO, % at 10 µM | 0.19% of 360,000 active | AID 602162 | K562-ABCB6 porphyrin accumulation, flow cytometry, 1 h; hits give low values;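 active = fluorescence ratio to DMSO below 75%, the collection mean minus 3 SD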;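 note: signal is porphyrin accumulated inside mitochondria; 100% equals median channel fluorescence of DMSO control wells; lower ratio means ABCB6 inhibition with less porphyrin fluorescence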
Target sequence (Q9NP58 whole entry, looked up): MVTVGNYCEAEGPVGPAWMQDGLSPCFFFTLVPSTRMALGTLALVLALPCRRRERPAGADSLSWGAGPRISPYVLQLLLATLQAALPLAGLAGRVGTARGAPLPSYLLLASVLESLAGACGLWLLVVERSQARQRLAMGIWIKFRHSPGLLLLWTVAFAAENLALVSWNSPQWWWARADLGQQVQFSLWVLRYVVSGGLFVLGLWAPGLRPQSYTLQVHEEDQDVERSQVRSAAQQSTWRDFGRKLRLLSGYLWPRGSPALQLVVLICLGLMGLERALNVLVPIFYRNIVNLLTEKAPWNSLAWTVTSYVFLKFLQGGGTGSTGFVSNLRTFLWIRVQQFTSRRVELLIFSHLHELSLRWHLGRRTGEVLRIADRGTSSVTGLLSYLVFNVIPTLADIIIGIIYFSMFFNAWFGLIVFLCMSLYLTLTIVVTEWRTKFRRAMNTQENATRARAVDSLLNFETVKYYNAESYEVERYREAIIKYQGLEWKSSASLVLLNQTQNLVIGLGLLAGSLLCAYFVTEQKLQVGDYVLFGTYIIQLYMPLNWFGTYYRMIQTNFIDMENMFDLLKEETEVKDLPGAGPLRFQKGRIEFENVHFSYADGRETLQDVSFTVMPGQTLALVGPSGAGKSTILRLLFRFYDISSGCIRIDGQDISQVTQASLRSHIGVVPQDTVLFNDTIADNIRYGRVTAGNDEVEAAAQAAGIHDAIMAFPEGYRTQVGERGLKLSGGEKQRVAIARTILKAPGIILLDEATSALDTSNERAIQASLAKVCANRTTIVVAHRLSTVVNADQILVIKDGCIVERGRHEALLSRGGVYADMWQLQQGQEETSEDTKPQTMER
H9c2 protect = modulators protecting cardiomyocytes from myocardial damage; H9c2 cardiomyocytes, H2O2 injury protection, ATPLite, 2 h; protection from H2O2 cell death, % at 20 µM; 0.63% of 360,000 active; AID 588492;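 active = compounds giving at least 50% protection of heart cells from peroxide-induced death in the single-dose screen, raw or plate-pattern-corrected value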;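 note: 0% = DMSO wells with peroxide and 100% = DMSO wells without peroxide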
MC4R antag cAMP = antagonists of human melanocortin 4 receptor (MC4R). P32245. MC4R-expressing cells, MTII-stimulated cAMP, LANCE TR-FRET. inhibition, % at 6.5 µM. 0.48% of 360,000 active. AID 540295;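 active = inhibition above its plate's cutoff, the mean of tested wells on that plate plus 3 SD, cut at about 29% in these data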;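 note: 0% = Melanotan II alone and 100% = Melanotan II plus saturating MCL0020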
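Assay system: human MC4R-expressing U2OS cells; reagent: Melanotan II stimulation of cells; dosing: 6.5 µM single dose; timing: compound 30 min, challenge 1 h, detection 1 h; signal: TR-FRET cAMP assay; replicates: one well per compound, no replicates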
PDI turbidity = inhibitors of human protein disulfide isomerase. P07237. PDI insulin aggregation turbidity, A650, 90 min. inhibition, % at 10 µM. 0.052% of 350,000 active;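 active = mean inhibition across replicates of 30% or more, whatever share of single replicates reach that level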;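 note: absorbance from insulin aggregation driven by PDI reduction with DTT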
CaV13 ICDI inh = Primary screen for inhibitors of IQ motif and Ca2+-dependent inactivation inhibitor domain binding in CACNA1D, Förster resonance energy transfer in living cells, …; inhibition, % at 12.3 µM; 0.098% of 340,000 active; HEK cells, CFP/YFP FRET ICDI-IQ, plate reader, 10 min; percent FRET-ratio fall versus neutral wells;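 active = mean replicate inhibition of at least 30% and at least 1% of replicates passing that level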;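 note: 0% = median of the neutral control wells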
Numbers without * were called inactive; / = not tested or not shown; & = joins results of further samples.

SMILES	m5-HT2A agonist	MC4R ag barr	aDG glyco act	Vif imaging	Glyco luc inh	ABCB6 inh MLPCN	H9c2 protect	MC4R antag cAMP	PDI turbidity	CaV13 ICDI inh
O=c1c2c3c(sc2nc(N2CCNCC2)n1CCc1ccccc1)CCCCC3	-2	1.3	-0.4	-2	-6	99	-18	3	0	-4
Cc1ccc(-n2c(N)c(C(N)=O)sc2=S)c(C)c1	-1	-2.4	0.2	-3	-3	100	-3	11	1	-8
Cc1cc(C)c2nc(NNC(=O)c3ccc(S(=O)(=O)N4CCCC(C)C4)cc3)sc2c1 (stereo unspecified)	13	0.6	0.2	11	-10	83	33	20	/	-5
Cc1ccccc1C(=O)NC(=S)Nc1ccc(Cc2ccncc2)cc1	0	0.2	0.2	5	-2	101	-10	23	-18	-5
CC(C)N(Cc1ccccc1)S(=O)(=O)c1cccs1	-5	0.7	0.0	-21	-1	89	1	4	5	-4
COCc1nnc(NC(=O)c2ccc(NC(=O)C(C)C)cc2)s1	-1	-2.0	0.1	-7	3	98	-2	4	0	-5
Cc1ccc2[nH]c3c(=O)n(CCc4cnc[nH]4)cnc3c2c1	4	-0.5	0.1	0	2	95	6	-1	-3	-4
C=CC[C@@H](CC(=O)NCCO)C(=O)N[C@@H](COC(=O)[C@@H](CC=C)CC(=O)OC(C)(C)C)Cc1c[nH]c2ccccc12	6	0.2	-0.1	0	0	96	31	10	-43	-5
CC(=O)c1ccc(NC(=S)N(C)C2CCN(C)CC2)cc1	0	-0.6	0.0	0	2	99	3	-1	5	-2
Cc1cc(C(=O)N2CCN(c3ccccc3)CC2)no1	1	0.9	-0.2	/	3	101	-3	-5	4	-8

Pulled by structure from the entries so far, 3 records:
SMILES	m5-HT2A agonist	MC4R ag barr	aDG glyco act	Vif imaging	Glyco luc inh	ABCB6 inh MLPCN	H9c2 protect	MC4R antag cAMP	PDI turbidity	CaV13 ICDI inh
COCc1nnc(NC(=O)c2ccc(NC(=O)C(C)C)cc2)s1	-1	-2.0	0.1	-7	3	98	-2	4	0	-5
O=c1c2c3c(sc2nc(N2CCNCC2)n1CCc1ccccc1)CCCCC3	-2	1.3	-0.4	-2	-6	99	-18	3	0	-4
CC(=O)c1ccc(NC(=S)N(C)C2CCN(C)CC2)cc1	0	-0.6	0.0	0	2	99	3	-1	5	-2

Next part:
SMILES	m5-HT2A agonist	MC4R ag barr	aDG glyco act	Vif imaging	Glyco luc inh	ABCB6 inh MLPCN	H9c2 protect	MC4R antag cAMP	PDI turbidity	CaV13 ICDI inh
CCOC(=O)c1c(C)[nH]c(C)c1C(=O)CSc1nc2ccccc2c(=O)n1-c1ccc(Cl)cc1	-4	-1.3	0.0	-13	-1	98	17	13	-5	-2
COc1ccccc1/C=C/C=N/NC(=O)c1ccc(=O)n(C)c1	2	1.3	-0.2	2	-1	97	10	-22	-16	-5
Cc1ccccc1-c1nc(CS(=O)(=O)CC(=O)NCCN2CCOCC2)c(C)o1	-5	-1.7	0.1	17	2	102	-1	5	/	-7
COc1c2ccoc2c(OC[C@@H](O)C(C)(C)O)c2oc(=O)ccc12	2	0.4	-0.2	3	3	104	2	4	1	-9
COC(=O)c1ccn(CC(=O)NC2CCCCC2)n1	-4	2.5	-0.1	1	1	103	-1	4	5	-16
COCCN(Cc1cc2cc(C)ccc2[nH]c1=O)S(=O)(=O)c1ccc(Cl)cc1	-4	2.5	0.9	-4	1	105	-1	16	2	-14
COc1ccc(NC(=O)c2cc(S(=O)(=O)N3CCc4ccccc43)cn2C)cc1	-2	0.6	0.0	1	-2	97	-14	5	/	-9
CC(C)(C)C(=O)/C(C#N)=C/c1cccs1	4	0.1	0.0	2	1	101	3	-1	-4	-3
COC(=O)c1[nH]c2ccc(C)cc2c1NC(=O)C1=COCCO1	-3	-1.4	-0.3	2	0	88	-2	-11	-5	/
COc1ccc(-c2ccc(CN3C(C(C)C)C(=O)N(Cc4cn(Cc5ccco5)nn4)CCS3(=O)=O)cc2)cc1 (stereo unspecified)	18*	-2.1	0.0	-3	-3	98	-11	-5	-1	-11

Taken from above.
Result of COCCN(Cc1cc2cc(C)ccc2[nH]c1=O)S(=O)(=O)c1ccc(Cl)cc1 in MC4R ag barr: 2.5
Result of COc1c2ccoc2c(OC[C@@H](O)C(C)(C)O)c2oc(=O)ccc12 in H9c2 protect: 2
Result of CCOC(=O)c1c(C)[nH]c(C)c1C(=O)CSc1nc2ccccc2c(=O)n1-c1ccc(Cl)cc1 in H9c2 protect: 17
Result of CC(C)(C)C(=O)/C(C#N)=C/c1cccs1 in Vif imaging: 2
Result of COc1ccccc1/C=C/C=N/NC(=O)c1ccc(=O)n(C)c1 in m5-HT2A agonist: 2
Result of COC(=O)c1ccn(CC(=O)NC2CCCCC2)n1 in Vif imaging: 1

(further entries)
SMILES	m5-HT2A agonist	MC4R ag barr	aDG glyco act	Vif imaging	Glyco luc inh	ABCB6 inh MLPCN	H9c2 protect	MC4R antag cAMP	PDI turbidity	CaV13 ICDI inh
COc1cccc(Nc2nnc(SCN3C(=O)c4ccccc4C3=O)s2)c1	-2	14*	0.6	1	3	94	11	11	3	-5
O=C(Cc1c[nH]c2ccccc12)NCc1ccncc1	3	1.2	0.4	8	-2	108	-3	19	1	/
CC(COc1cccc2ccccc12)CN1CCN(C)CC1 (stereo unspecified)	-4	0.6	1.0	3	-4	92	5	7	1	-3
O=C(Nc1cccc(-c2cn3ccccc3n2)c1)c1ccccc1	3	2.8	0.2	-7	-1	94	4	-6	-5	3
COc1cc(C2C(C#N)=C(N)Oc3c2ccc2ccccc32)ccc1OCC(=O)Nc1cccc(C)c1 (stereo unspecified)	2	0.2	3.3	9	-3	99	-8	-3	-2	-5
Cc1nnc(SCc2ccc(F)cc2)s1	2	-2.6	0.0	/	-1	112	-7	3	1	/
COc1ccc(S(=O)(=O)N2CCOCC2)cc1C(=O)N(C)Cc1ccco1	1	-1.7	-0.1	-1	1	97	-3	20	-5	-3
O=C(OCC(=O)N1CCOCC1)c1ccc2ccccc2c1O	3	-1.5	-0.1	16	-2	102	-8	-2	-6	-5
COc1ccc(C(C(=O)NC2CCCCC2)N(C(=O)c2csnn2)C2CC2)cc1 (stereo unspecified)	10	-0.1	-0.2	-2	0	96	1	16	-11	-2
Cc1cccc(N2CCN(C(=O)C3CCN(S(=O)(=O)N4CCOCC4)CC3)CC2C)c1 (stereo unspecified)	5	0.2	0.4	-6	-1	91	10	22	7	-5
Cc1ccc(C(=O)OCC(=O)N(CC(C)C)c2c(N)n(Cc3ccccc3)c(=O)[nH]c2=O)o1	-7	-1.6	0.1	-2	-3	100	3	6	2	-6
CCS(=O)(=O)N1CCC(C(=O)NCCCOC)CC1	0	-1.7	-0.1	3	3	101	4	8	-7	/
CCN(CC)S(=O)(=O)c1cccc(-c2nnc(SCCCC(=O)c3ccccc3)o2)c1	2	-1.4	0.6	-11	-1	93	4	15	5	-5
CC(C)(C)c1ccc(S(=O)(=O)N(CCCN2CCOCC2)Cc2cccs2)cc1	-8&-5	1.8&0.3	0.0&0.2	1&0	-6&-5	99&100	-5&8	-7&9	-1&-7	-12&-8
Fc1cccc(Cl)c1CSc1ccc2nnc(-c3ccccn3)n2n1	1	-0.7	0.9	-3	1	103	-13	7	2	-20
O=C(c1cc(-c2cccs2)on1)N1CCc2ccccc2C1	-2	2.7	0.1	0	2	97	-6	10	-1	-8
COc1ccc(C2Nc3ccccc3C(=O)N2c2ccccc2)cc1COc1ccccn1 (stereo unspecified)	-3	0.3	0.1	8	0	101	-1	3	4	-8
O=C(CN1CCN(C(=O)c2ccccc2)CC1)Nc1cc(S(=O)(=O)N2CCCC2)ccc1Cl	-5	1.4	0.0	-3	1	98	-6	19	-8	-2
CC(C)C[C@@H](CN1CCC[C@H]1CN1C(=O)C(=O)NC[C@@H]1Cc1ccccc1)N1C[C@H](Cc2ccccc2)N(CCc2ccccc2)C(=O)C1=O	-7	/	0.2	/	/	97	/	/	/	-4
CCOc1ccc(C(=O)N2CCC3(CC2)NCCc2[nH]cnc23)cc1OCC	-1	1.9	-0.1	2	-1	96	-3	-5	-3	-6
CCOC(=O)C1=C(C)N(C)C(=O)NC1c1ccc2c(c1)OCO2 (stereo unspecified)	-3	-2.3	-0.1	1	1	93	5	13	-3	-17
COc1ccc([C@@H]2CC=C(C(=O)O)[C@H](c3ccc(Cl)cc3)N2S(=O)(=O)c2ccccc2C)cc1	-6	-0.8	-0.4	-11	1	104	5	9	8	-24
CCn1c(SCc2cccc(F)c2)nnc1-c1cccnc1	3	0.3	-0.1	3	1	102	3	21	-2	1
O=C(Nc1ccc(Cn2cccn2)cc1)c1ccc(COc2ccccc2Br)cc1	-3	2.2	1.3	-2	3	96	-12	0	5	-4
O=C(NCc1ccco1)C1CC(=O)N(c2ccc(F)cc2)C1 (stereo unspecified)	4	-2.0	0.0	-18	-1	100	-21	2	-11	-5
CCN(Cc1ccccc1)S(=O)(=O)c1ccc(C(=O)N(CCCN(C)C)c2nc3cc4c(cc3s2)OCO4)cc1	-17	3.5	1.6	-1	-10	105	-14	4	11	-4
Cc1c(Cc2ccccc2)c(=O)oc2cc(OCc3nn[nH]n3)ccc12	1	-2.6	0.1	1	-2	102	6	7	-3	1
CC(C)[C@H](NC(=O)OC(C)(C)C)C(=O)N/N=C/c1ccc2nccnc2c1	5	-0.9	0.1	-6	2	95	0	2	-2	-2
Nc1nonc1-n1nnc(C(=O)N/N=C/c2ccccn2)c1-c1ccccc1	0	0.4	0.0	-6	1	103	49	1	8	-6
CN(CC(=O)Nc1c(Cl)cccc1Cl)C(=O)CNC(=O)c1sc2ccccc2c1Cl	-1	-1.0	0.2	-2	-3	99	-1	16	-2	-2
O=C(CCc1ccc(S(=O)(=O)N2CCOCC2)cc1)Nc1ccc(N2CCOCC2)cc1	1	-1.9	-0.3	4	3	100	-8	1	-2	-3
COc1ccc(CCNC(=O)Nc2cc(F)c(F)cc2Cl)cc1OC	-7	1.4	0.2	7	0	90	-3	10	-7	-20
COc1ccc(OC)c(C(=O)N2CCC(n3nccc3NC(=O)CC(C)C)CC2)c1	2	-3.1	-0.1	13	0	101	0	0	5	-5

This is a random part of the collection. Share with any hit: about 3.6%.
